Assay outcomes deposited in PubChem by National Center for Advancing Translational Sciences (NCATS).
FEN1 inhibitor: qHTS Assay for the Inhibitors of Human Flap endonuclease 1 (FEN1); Potency, µM (series often up to 114 µM), without a hit: at the highest dose activity change, negative = inhibition, most hits filed as inhibitors; 390,000 tested, 0.35% active; Recombinant FEN1 flap cleavage, fluorescence, 15 min; further: nearly all actives have a fitted effect of over 65% in size
Target sequence (P39748 whole entry, looked up): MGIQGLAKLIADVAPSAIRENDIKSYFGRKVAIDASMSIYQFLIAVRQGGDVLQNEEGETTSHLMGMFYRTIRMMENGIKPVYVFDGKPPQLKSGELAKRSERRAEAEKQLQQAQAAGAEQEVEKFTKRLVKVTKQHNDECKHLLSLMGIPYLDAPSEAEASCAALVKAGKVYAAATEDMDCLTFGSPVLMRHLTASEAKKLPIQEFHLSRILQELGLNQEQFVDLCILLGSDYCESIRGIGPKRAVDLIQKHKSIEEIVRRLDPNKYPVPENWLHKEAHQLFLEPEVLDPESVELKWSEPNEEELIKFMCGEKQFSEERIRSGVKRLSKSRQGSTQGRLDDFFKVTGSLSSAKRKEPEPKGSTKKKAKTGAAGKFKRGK
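Steps: FEN1 (10 nM) dispensed; compound added by pin tool; 15 min at room temperature; substrate added to 50 nM final; reads at 0 min and 15 min; data normalized and fitted (four-parameter Hill).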
N370S GC mod: qHTS Assay for Inhibitors and Activators of N370S glucocerebrosidase as a Potential Chaperone Treatment of Gaucher Disease | N370S GC spleen homogenate, 4MU-glucoside fluorescence | Lysosomal acid glucosylceramidase (Homo sapiens), P04062 | Potency, µM (titrated, usually from 59.4 µM), inactives show at the highest dose activity change, negative = inhibition, actives largely listed as inhibitors | 330,000 tested, 0.092% active;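 further: 0% = full enzyme activity and -100% = no enzyme basal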
TDP1 inh: qHTS Assay for Inhibitors of Tyrosyl-DNA Phosphodiesterase (TDP1) | Tyrosyl-DNA phosphodiesterase 1 (Homo sapiens), Q9NUW8 | recombinant TDP1, AlphaScreen DNA substrate cleavage | Potency, µM (highest dose often 130 µM), without a hit: at the top dose activity change, negative = inhibition, usual class: inhibitors | 350,000 tested, 0.28% active | AID 485290, 2010; further: nearly all actives have a fitted effect of over 40% in size
Target sequence (Q9NUW8 whole entry, looked up): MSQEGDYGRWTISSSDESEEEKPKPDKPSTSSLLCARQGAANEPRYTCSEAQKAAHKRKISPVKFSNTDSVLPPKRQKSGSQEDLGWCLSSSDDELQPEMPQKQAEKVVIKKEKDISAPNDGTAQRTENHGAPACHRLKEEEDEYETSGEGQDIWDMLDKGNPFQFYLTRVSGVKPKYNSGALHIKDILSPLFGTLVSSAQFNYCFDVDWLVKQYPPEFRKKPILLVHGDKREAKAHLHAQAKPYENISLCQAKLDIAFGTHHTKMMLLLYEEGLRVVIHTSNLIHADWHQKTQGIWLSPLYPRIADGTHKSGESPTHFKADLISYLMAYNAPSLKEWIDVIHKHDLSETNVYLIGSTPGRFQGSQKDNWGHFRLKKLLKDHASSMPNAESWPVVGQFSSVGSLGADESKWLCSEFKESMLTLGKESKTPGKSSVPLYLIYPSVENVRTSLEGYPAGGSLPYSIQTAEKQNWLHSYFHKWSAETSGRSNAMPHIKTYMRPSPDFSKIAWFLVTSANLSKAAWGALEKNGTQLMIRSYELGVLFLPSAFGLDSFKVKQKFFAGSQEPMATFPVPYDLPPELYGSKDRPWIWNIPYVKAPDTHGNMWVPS
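Steps: enzyme plus compound, 15 min RT; add biotin/phosphotyrosine-FITC oligonucleotide (15 nM final), react 5 min; add donor/acceptor beads (10 ug/ml final), 10 min; read AlphaScreen. Tdp1 at 1 nM final.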
The depositor's hits bear a star; ? = inconclusive; . = no result given; & = joins results of further samples; [ ] = dose if it differs, or a comment. The call rests on the fitted dose curve; in most records, active means well fitted curve in the direction sought with a large enough effect; inconclusive means small, poorly fitted or top-dose-only effect, or another doubt; inactive means no such curve, though single readings can be large; an effect the other way counts as inactive or inconclusive. Unless noted, on the % scale 0 is the no-effect control and ±100 the full control effect; potency means the concentration at half of the fitted maximal effect.

SMILES	FEN1 inhibitor	N370S GC mod	TDP1 inh
Cn1cc(CC(=O)N2CCN(c3ccc(Cl)cc3)CC2)c2ccccc21	-10%	4%	9%
Cc1nnc(SCC(=O)N2CCOCC2)[nH]c1=O	6%	2%	-11%
O=C(CSc1nc2ccccc2s1)Nc1cc(C(=O)O)cc(C(=O)O)c1	-3%	2%	-11%
O=C(Nc1ccc(N2CCOCC2)cc1)c1cc(-c2ccncc2)nc2ccccc12	4%	-14%	2%
CC(C)(Cc1ccc(O)cc1)NC(=O)SCc1ccccc1	5%	1%	.
CCC1c2ccc(C)n2CCN1C(=O)Nc1ccccc1C(=O)OC (stereo not drawn)	-11%	1%	4%
CCC(C(=O)NCCCN1CCCC1=O)n1c2ccccc2c2nc(=O)cc(C)n21 (stereo not drawn)	-6%	5%	1%
Cc1ccc(S(=O)(=O)c2cc3c(=O)n4cccc(C)c4nc3n(Cc3ccncc3)c2=N)cc1	-16%	4%	7%
CN(C(=O)c1ccno1)c1nnc(-c2ccccn2)s1	-1%	-1%	6%
O=C(Cn1c(=O)n(-c2ccccc2)c(=O)c2sc3ccccc3c21)N1CCCC1	-3%	.	4%
CCOc1cc(N2CCOCC2)c(OCC)cc1NC(=O)c1ccc(-n2ccnc2)c([N+](=O)[O-])c1	-15%	-8%	8%
O=C(CCCc1ccccc1)NCc1ccccc1Cl	-12%	-1%	.
O=C(NCCO)NC(=S)c1ccccc1	-4%	9%	0%
CCOc1cc(/C=N/NC(=O)C2CCCC2)ccc1OC(C)C	18%	-2%	6%
Cc1ccc(NC(=O)CCC(=O)N/N=C/c2ccccc2O)cc1	23%	-13%	.
COc1ccc(-c2oc3cccnc3c2/C=C/c2ccc(OC)c(OC)c2)cc1	-6%	?	.
COc1ccc(C(=O)c2ccc(Cl)c([N+](=O)[O-])c2)cc1	-6%	-1%	0%
Cc1ccc(NC(=O)C2CCC(CNS(=O)(=O)c3cccc4nsnc34)CC2)c(C)c1 (stereo not drawn)	3%	.	5%
COc1ccc2c(CCNC(=O)Nc3ccccc3)c[nH]c2c1	-2%	16%	5%
CCOC(=O)c1cc2sc(C)cc2n1C(C)C(=O)OCC (stereo not drawn)	-8%	9%	-1%
Cc1nc2c(=O)n(-c3ccc(F)c(Cl)c3)nc(C)c2s1	8%	-22%	0%
O=C(NCc1ccccc1F)c1cccc(S(=O)(=O)N2CCCCCC2)c1	-9%	.	0%
CC(=O)c1ccc(OC(C)C)c(CSc2nc(O)cc(=O)[nH]2)c1	-12%	3%	6%
CN(C)/C=N/c1sc2c(c1C#N)CC(C)(C)NC2(C)C	-4%	4%	2%
COC(=O)c1ccccc1NC(=O)NCc1ccc2c(c1)OCO2	-5%	15%	3%
Cn1c(SCC(=O)N2CCN(c3ccccc3)CC2)nnc1-c1ccco1	7%	5%	-2%
CCn1c(SCc2nc3ccccc3[nH]2)nnc1-c1ccncc1	-1%	0%	9%
COC(=O)CNC(=O)CN1c2cccc3cccc(c23)S1(=O)=O	-9%	6%	-5%
O=C(N/N=C/c1ccc(O)c(Br)c1)c1cc2c(ccc3ccccc32)o1	15%	-19%	0%
O=C1/C(=C/N(C(=O)c2ccco2)c2ccc(Br)cc2)Sc2ccccc21	-11%	-3%	3%
CN(CC(=O)Nc1ccccc1Cl)C(=O)COC(=O)c1cc(S(=O)(=O)N(C)C)ccc1N1CCCC1	0%	12%	0%
CCCc1nn2c(=O)cc(COC(=O)c3ccccc3NC(=O)COc3ccccc3)nc2s1	1%	.	1%
COc1ccc(NC(=O)C(C)Sc2cc(-c3ccccc3)nc(C)n2)cc1Cl (stereo not drawn)	-20%	.	-6%
Cc1ccccc1Cn1c2ccccc2c2cnn(CC(=O)NCCCN3CCN(C)CC3)c(=O)c21	-32%	-2%	0%
COc1cccc(CN(C)C(=O)CNC(=O)c2ccc3c(c2)OCO3)c1OC	6%	-2%	4%
CC(C)(C)c1ccc(C(=O)Nc2ccc3c(c2)CCCN3C(=O)c2cccs2)cc1	-14%	.	-1%
O=c1cc(N2CCOCC2)oc2c1ccc1ccccc12	.	-7%	26%
CC1CCN(S(=O)(=O)c2ccc(NC(=O)CCN3C(=O)C4CC=CCC4C3=O)cc2)CC1 (stereo not drawn)	-10%	.	0%[56.1 µM]
CC(Oc1ccc(F)cc1)C(=O)Nc1cc(S(=O)(=O)N2CCOCC2)ccc1N1CCN(C)CC1 (stereo not drawn)	-3%	4%	-3%
CCCN(C(=O)c1cc2c(Cl)nc3ccccc3c2s1)c1cccc(C)c1	0%	.	2%
O=C(O)CC(c1ccc(F)cc1F)N1Cc2ccccc2C1=O (stereo not drawn)	15%	0%	.
Cc1ccc2[nH]c3c(Cl)ncnc3c2c1	-32%	8%	.
O=C1CCCC(O)=C1N=Nc1c(Cl)cc(C(F)(F)F)cc1Cl	-25%	-3%	11%
Cc1c(NS(=O)(=O)c2ccc(N(C)C3CCCCC3)c([N+](=O)[O-])c2)c(=O)n(-c2ccccc2)n1C	10%	6%	1%
Cc1cc(OCC(=O)OCC(=O)NCCN2C(=O)CSC2=O)ccc1Cl	0%	.	-6%
COC(=O)c1ccc(CNC(=O)Cn2cnc3c(SC)nc(N)nc32)cc1	13%	.	0%
COc1ccc(NC(=O)O/N=C2/CCCc3ccc(OC)cc32)cc1	-18%	-1%	3%
CCOc1cccc(NC(=O)C2CC(=O)NC(=Nc3ccccc3)S2)c1 (stereo not drawn)	-13%	-16%	4%
COc1ccc(OC)c(CNC(=O)CCCn2nc(C)c3c(C)n(-c4ccc(C)cc4)nc3c2=O)c1	3%	.	3%
Cc1nonc1OCCNCc1c(C(=O)N(C)C)nc2ccc(Cl)cn12	3%	5%	8%
Additional compounds:
SMILES	FEN1 inhibitor	N370S GC mod	TDP1 inh
O=C(O)CNC1=NCCCCC1	-8%	0%	-1%
Cc1ccnc(NC(=O)C(Cc2ccccc2)NC(=O)c2ccccc2)c1 (stereo not drawn)	4%	.	1%
CCOc1cccc(C(=O)Nc2cccc(-c3nc4ncccc4o3)c2C)c1	1%	24%	9%
COC(=O)C(O)(CC(=O)Nc1cc(OC)c(OC)c(OC)c1)C(F)(F)F (stereo not drawn)	-1%	7%	4%
S=C(NCCN1CCOCC1)Nc1ccc(Cl)c(Cl)c1	-1%	?	0%
CCC(C)(C)NC(=O)CN(C(=O)c1snc(C(N)=O)c1N)c1ccc2c(c1)OCCO2	5%	-13%	4%
Cc1ccc(C(=O)N2CCN(c3cc(=O)[nH]nc3-c3ccccc3)CC2)cc1	-5%	-4%	4%
O=C(COCc1cc(-c2ccc3c(c2)OCO3)on1)N1CCN(c2ccc(F)cc2)CC1	4%	1%	2%
CC1CN(S(=O)(=O)c2cc(C(=O)NCc3ccncc3)ccc2Cl)CC(C)O1 (stereo not drawn)	4%	.	-6%
CC(NC(=S)N1CCOCC1)c1ccccc1 (stereo not drawn)	11%	-7%	-3%
O=C(NCCCN1CCN(c2ccc(F)cc2)CC1)c1cnn(-c2ccc(F)cc2)c1-n1cccc1	-19%	.	6%
O=C(COc1ccc(Br)cc1Cl)Nn1cnnc1	-2%	2%	0%
COc1ccc(CC(NC(C)=O)C(=O)NC2CCN(C(=O)Nc3ccc(Cl)cc3)CC2)cc1OC (stereo not drawn)	-13%	-3%	0%
COc1cc(C2c3c(oc4ccc(C)cc4c3=O)C(=O)N2Cc2ccccc2)ccc1O (stereo not drawn)	4%	.	-3%
Cc1nn(CC(=O)OC(C)C(=O)Nc2ccccc2[N+](=O)[O-])c(C)c1[N+](=O)[O-] (stereo not drawn)	-9%	0%	5%
CCOC(=O)C1CCCN(c2c(NCCc3ccccc3)c(=O)c2=O)C1 (stereo not drawn)	6%	-3%	.
O=c1c2sccc2nc(SCc2cc(=O)n3cc(Cl)ccc3n2)n1Cc1ccccn1	0%	8%	-3%
COc1cccc(OCC(=O)NC2CC(=O)N(c3ccc4c(c3)OCCO4)C2)c1 (stereo not drawn)	-11%	.	3%
O=C(OCC(F)(F)F)[C@H](O)[C@@H](O)C(=O)OCC(F)(F)F	.	0%	7%
COc1cccc(NC(=O)Nc2ccc3c(c2)OCO3)c1	-15%	-3%	4%
COc1cc2c(cc1OC)C1=C(C#N)CCC(=NC(=O)c3ccc(Cl)cc3)N1CC2	8%	3%	3%
CCn1c(Oc2ccc(F)cc2)nc2c1c(=O)n(C)c(=O)n2C	-6%	-21%	1%
CC1CC(C)(C)NC(=S)N1CCCC(=O)Nc1ccccc1F (stereo not drawn)	4%	-5%	0%
O=S(=O)(NCc1ccc(F)cc1)c1ccc(-n2cnnn2)cc1	14%	2%	-2%
O=S(=O)(/N=C(/Nc1ccc(F)cc1F)c1ccccc1)c1ccccc1	0%	29%	0%
O=C(CSc1nnnn1C1CCCC1)Nc1ccccc1N1CCOCC1	1%	1%	0%
COCCCNC(=O)CCc1c(C)nc2c(-c3ccc(F)cc3)c(C)nn2c1C	-14%	-8%	.
CCN(c1ccc(C)cc1)S(=O)(=O)c1nnc(NC(=O)C2CCCCC2)s1	-4%	.	-6%
Cc1ccc(NC(=O)CN2C(=O)CC(C)Sc3ccccc32)c(C)c1 (stereo not drawn)	4%	.	1%
CCCc1cc(=O)[nH]c(SCC(=O)NCCC2=CCCCC2)n1	5%	20%	2%

One compound at a time (already shown):
Shown for CCn1c(Oc2ccc(F)cc2)nc2c1c(=O)n(C)c(=O)n2C → FEN1 inhibitor: -6%; N370S GC mod: -21%; TDP1 inh: 1%
Shown for COc1cc2c(cc1OC)C1=C(C#N)CCC(=NC(=O)c3ccc(Cl)cc3)N1CC2 → FEN1 inhibitor: 8%; N370S GC mod: 3%; TDP1 inh: 3%

The results go on.
SMILES	FEN1 inhibitor	N370S GC mod	TDP1 inh
Nc1nnc(-c2cc3ccccc3oc2=O)s1	0%	-9%	1%
Cc1cc(C[n+]2cc(Br)ccc2N)c2ncccc2c1	5%	-8%	4%
Cc1ccc2nc(Nc3nc(C)cc(-c4ccccc4)n3)[nH]c(=O)c2c1	0%	14%	-1%
CCOC(=O)c1nnc(-c2ccccc2)nc1NC	0%	-1%	5%
O=C(COC(=O)c1cncc(Br)c1)NCCC1=CCCCC1	1%	4%	4%
CC1=CC(C)(C)n2c(O)c(N=NC(N)=S)c3c(C)ccc1c32	3%	1%	0%
COC(=O)c1ccccc1-n1c(CCC(=O)O)ccc1-c1ccccc1	6%&15%	4%	6%
COc1ccc(C(=O)NCc2ccc(Cl)c(Cl)c2)cc1OC	4%	5%	-2%
O=C(Nc1ccccc1)N1CCN(c2ccc(C(F)(F)F)cn2)CC1	-10%	.	1%
Cc1ccc(Cl)c(OCCN2CCCC(C)C2)c1 (stereo not drawn)	0%	?	.
COc1ccc2c(c1)OC/C(=C\c1ccc(OC)c(O)c1)C2=O	.	-6%	15%[56.1 µM]
CCc1ccc(C2c3[nH]c4ccccc4c3CCN2C(=O)c2ccc(=O)n(C)n2)cc1 (stereo not drawn)	5%	-3%	6%
Cc1ccc(S(=O)(=O)Nc2nc3ccccc3nc2N2CCOCC2)cc1	0%	.	3%
CCOC(=O)c1sc(NC(=O)c2ccc(=O)[nH]c2)nc1C	-2%	0%	7%
CCCCCCCCCCCCCC[C@@H](O)[C@@H](O)[C@H](CO)NC(C)=O	.	-17%	9%
COc1cccc(-n2c(=S)sc3c(=O)n(-c4ccccc4OC)c(=S)[nH]c32)c1	15%	-25%	5%
COc1cccc(NC(=O)c2oc3ccccc3c2NC(=O)COc2ccccc2C)c1	11%	.	-1%
CC(=O)Nc1ccc(S(=O)(=O)Nc2ccc(N3CCCCC3)cc2)cc1	-10%	.	11%
CCc1ccc(NC(=O)CSc2nnc(-c3nonc3NC(C)=O)n2-c2ccccc2)cc1	-19%	.	1%

Of the compounds above, eleven contain an aryl thioether with sulfur outside any ring:
SMILES	FEN1 inhibitor	N370S GC mod	TDP1 inh
Cc1nnc(SCC(=O)N2CCOCC2)[nH]c1=O	6%	2%	-11%
O=C(CSc1nc2ccccc2s1)Nc1cc(C(=O)O)cc(C(=O)O)c1	-3%	2%	-11%
CC(=O)c1ccc(OC(C)C)c(CSc2nc(O)cc(=O)[nH]2)c1	-12%	3%	6%
Cn1c(SCC(=O)N2CCN(c3ccccc3)CC2)nnc1-c1ccco1	7%	5%	-2%
CCn1c(SCc2nc3ccccc3[nH]2)nnc1-c1ccncc1	-1%	0%	9%
COc1ccc(NC(=O)C(C)Sc2cc(-c3ccccc3)nc(C)n2)cc1Cl (stereo not drawn)	-20%	.	-6%
COC(=O)c1ccc(CNC(=O)Cn2cnc3c(SC)nc(N)nc32)cc1	13%	.	0%
O=c1c2sccc2nc(SCc2cc(=O)n3cc(Cl)ccc3n2)n1Cc1ccccn1	0%	8%	-3%
O=C(CSc1nnnn1C1CCCC1)Nc1ccccc1N1CCOCC1	1%	1%	0%
CCCc1cc(=O)[nH]c(SCC(=O)NCCC2=CCCCC2)n1	5%	20%	2%
CCc1ccc(NC(=O)CSc2nnc(-c3nonc3NC(C)=O)n2-c2ccccc2)cc1	-19%	.	1%
